Screening data from PubChem BioAssay.
SRC1 inh: inhibitors of human steroid receptor coactivator 1 (SRC1) | Q15788 | HEK293 GAL4-SRC1 luciferase reporter, luminescence | inhibition, % at 3.6 µM | 360,000 compounds, 0.12% hits | AID 588354;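 active means inhibition above the campaign mean plus 3 SD, with each screening campaign given its own cutoff, cut at about 60% in these data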;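 further: 0% = DMSO treated cells and 100% = gossypol at 36 µM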
NOD2-RIPK2 inh: NOD2-RIPK2 protein interaction inhibition; O43353; CHO BLA complementation NOD2-RIPK2, CCF4 ratio; inhibition, % at 4.98 µM; 360,000 compounds, 0.38% hits; AID 624267; in the data active means inhibition above about 21%;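 further: 0% = vehicle only and 100% = reference blocker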
TLR9-MyD88 block: TLR9-MyD88 interaction inhibition. CHO BLA complementation TLR9-MyD88, CCF4 FRET ratio. inhibition, % at 4.98 µM. 340,000 compounds, 0.21% hits. AID 504734;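 active means inhibition above the mean over all tested compounds plus 3 SD, cut at about 21% in these data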;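 further: 0% = DMSO only wells and 100% = clavulanate BLA inhibitor control wells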
ABHD5 PLIN5 PPI: ABHD5-PLIN5 protein interaction inhibition; Q00G26+Q8WTS1; Split G. princeps luciferase complementation, luminescence, 4 h; inhibition, % at 4 µM; 360,000 compounds, 0.78% hits;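 active means inhibition above the mean inhibition across every tested compound plus 3 SD, cut at about 22% in these data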;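 further: 0% = DMSO only wells and the 100% control is not disclosed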
MC4R barr agon: activates human MC4R beta-arrestin recruitment; AID 540308; 360,000 compounds, 0.98% hits; activation, % at 8.9 µM; P32245; U2OS MC4R beta-arrestin complementation, luminescence; percent of melanotan II response, DMSO zero;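 active means activation above a per-plate cutoff, the mean activation of sample wells on that plate plus 3 SD, cut at about 8% in these data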
Target sequence (P32245 whole entry, looked up): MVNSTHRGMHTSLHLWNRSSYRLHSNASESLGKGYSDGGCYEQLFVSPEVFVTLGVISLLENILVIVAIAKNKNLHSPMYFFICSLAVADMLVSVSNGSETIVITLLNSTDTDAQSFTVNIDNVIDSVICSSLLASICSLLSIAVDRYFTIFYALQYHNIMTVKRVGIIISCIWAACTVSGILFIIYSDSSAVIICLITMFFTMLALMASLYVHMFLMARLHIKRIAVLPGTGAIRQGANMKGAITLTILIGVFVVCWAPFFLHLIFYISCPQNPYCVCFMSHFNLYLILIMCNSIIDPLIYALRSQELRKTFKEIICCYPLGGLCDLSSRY
NCOA3 inh: human NCOA3 inhibition. Q9Y6Q9. HEK293 GAL4-SRC3 luciferase reporter, luminescence. inhibition, % at 3.6 µM. 360,000 compounds, 0.17% hits. AID 588352;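 active means inhibition above a per-campaign cutoff, the mean of all compounds plus 3 SD, cut at about 60% in these data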;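 further: 0% = DMSO-treated cells and 100% = gossypol-treated cells at 36 µM; higher means less SRC3-driven luciferase light from the GAL4 reporter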
LRH-1 inv ag: suppresses constitutive activity of human LRH-1; O00482; HEK293T StAR-luciferase reporter, LRH-1 transfected, 24 h; inhibition, % at 3.6 µM; 360,000 compounds, 0.13% hits; AID 602396;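 active means inhibition above the mean inhibition of all tested compounds plus 3 SD, cut at about 73% in these data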;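 further: 0% = DMSO wells and 100% = reporter-only cells lacking LRH-1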
COUP-TFII inh: blocks human COUP-TFII nuclear receptor; inhibition, % at 8.6 µM; P24468; HEK293T NGFI-A luciferase reporter, luminescence; 370,000 compounds, 0.7% hits;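 active means inhibition above a per-plate cutoff, mean inhibition of test wells between control levels plus 3 SD, cut at about 38% in these data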;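 further: cells cotransfected with COUP-TFII expression vector driving the NGFI-A reporter; 0% = median of COUP-TF2 test wells and 100% = reporter-only cells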
Target sequence (P24468 whole entry, looked up): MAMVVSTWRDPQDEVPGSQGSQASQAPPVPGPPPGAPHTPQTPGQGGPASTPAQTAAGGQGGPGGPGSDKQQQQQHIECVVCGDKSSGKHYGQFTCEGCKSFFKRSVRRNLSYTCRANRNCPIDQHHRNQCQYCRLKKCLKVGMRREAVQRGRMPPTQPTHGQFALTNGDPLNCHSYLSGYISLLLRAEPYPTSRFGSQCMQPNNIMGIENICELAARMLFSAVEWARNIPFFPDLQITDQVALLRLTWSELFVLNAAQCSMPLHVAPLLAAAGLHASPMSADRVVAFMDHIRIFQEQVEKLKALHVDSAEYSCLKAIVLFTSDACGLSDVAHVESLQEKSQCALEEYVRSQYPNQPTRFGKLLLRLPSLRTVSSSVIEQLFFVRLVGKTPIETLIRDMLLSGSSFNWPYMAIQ
LMP1 NFkB inh: Epstein-Barr LMP1 NF-kappaB reporter inhibition | 350,000 compounds, 0.69% hits | LMP1-induced NF-kappaB luciferase reporter cells, luminescence | inhibition, % at 12.5 µM | AID 504558; in the data active means inhibition above about 41%;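 further: 0% = neutral control wells and 100% = reference inhibitor control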
NCOA2 inhibitor: inhibits human steroid receptor coactivator 2; Q15596; HEK293 GAL4-SRC2 luciferase reporter, luminescence; inhibition, % at 9 µM; 370,000 compounds, 0.17% hits;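 active means inhibition above the mean inhibition of all tested compounds plus 3 SD, set per campaign, cut at about 52% in these data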;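 further: 0% = DMSO treated cells and 100% = cells given Gossypol at 36 µM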
MC4R antag cAMP: blocks human MC4R cAMP signaling. AID 540295. inhibition, % at 6.5 µM. MC4R-expressing cells, MTII-stimulated cAMP, LANCE TR-FRET. 360,000 compounds, 0.48% hits. P32245;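 active means inhibition above its plate's cutoff, the mean of tested wells on that plate plus 3 SD, cut at about 29% in these data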;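 further: 0% = Melanotan II alone and 100% = Melanotan II plus saturating MCL0020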
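System – human MC4R-expressing U2OS cells · Also added – Melanotan II · Dosing – one concentration, 6.5 µM nominal · Timing – 30-min compound, 1-h challenge, 1-h detection, room temperature · Measured by – Eu-cAMP/anti-cAMP TR-FRET, emission 671 nm · Replicates – singlicate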
* hit, by the source's call; · = not tested or not shown; & = joins results of further samples; ! = repeats disagree.

SRC1 inh,NOD2-RIPK2 inh,TLR9-MyD88 block,ABHD5 PLIN5 PPI,Compound,MC4R barr agon,NCOA3 inh,LRH-1 inv ag,COUP-TFII inh,LMP1 NFkB inh,NCOA2 inhibitor,MC4R antag cAMP
-17,10,-5,3,CC(=O)NC1C(=O)N(Cc2ccccc2)c2ccc(Br)cc21 (stereo unspecified),-2.3,24,10,38*,0,10,-10
-43,4,-2,1,O=C(NCc1ccccc1)C1(C(F)(F)F)C/C(=C/CCO)CCCO1 (stereo unspecified),-1.6,2,3,6,-9,-10,8
-5,-5,-9,7,CCCCNC(=O)CCCN1C(=O)c2cccnc2Sc2ccccc21,0.5,16,-26,14,-5,-19,16
-2,-4,8,1,O=C(CN(c1ccccc1Cl)S(=O)(=O)c1ccccc1)NCc1ccccc1,-0.7,17,7,17,-9,4,4
·,-3,·,-8,CCCCNC(=O)c1nc(-c2cc3ccccc3[nH]2)oc1-c1cccc(C(F)(F)F)c1,·,·,5,-1,·,6,·
-30,-8,-26,0,O=C(Nc1ccc(Cl)cc1F)c1cc(S(=O)(=O)N2CCCCC2)ccc1F,2.2,10,12,-3,-2,2,5
8,1,8,5,N#Cc1cccc(C#N)c1Oc1ccc(S(=O)(=O)Nc2ccc(Cl)cc2)cc1,0.8,22,6,8,19,-22,9
3,5,-1,-7,CSCCC(NS(=O)(=O)c1ccccc1F)C(=O)OCc1ccccc1Cl (stereo unspecified),-0.8,7,10,4,-4,14,-1
-27,-15,4,-24,Cc1ccc([C@H]2C(C(=O)O)=CC[C@@H](c3ccc(Cl)cc3)N2S(=O)(=O)c2ccc(C)cc2)cc1,2.7,7,3,2,0,-13,6
3,2,13,4,CCOc1cc(/C=N/NC(=O)CSc2nncn2C)ccc1OC(=O)c1ccc(Cl)cc1,-0.2,15,6,9,-5,-3,5
7,-5,-3,10,CCOc1cccc(OCCOCCN(C)Cc2ccccc2)c1,2.7,16,2,-9,-3,-10,-4
-14,0,-5,3,CN(C)/C=C/C(=O)c1cccc(C(F)(F)F)c1,1.8,12,3,12,-1,14,-12
·,7,·,-5,CCOC(=O)[C@]12CCCC=C1N(Cc1ccc3c(c1)OCO3)C(=O)[C@H](CC(=O)NCCC(C)C)C2,·,·,-10,-2,·,5,·
-14,-6,-1,-5,CN(Cc1n[nH]c(=S)n1C)S(=O)(=O)c1ccccc1,-2.0,13,20,-23,-12,-13,-1
-7,0,-13,5,O=C(NC1CCCCC1)N1CCN(Cc2nc3ccccc3c(=O)[nH]2)CC1,0.2,1,17,8,4,-22,8
-6,4,-5,-15,O=[N+]([O-])c1cccnc1SCc1c(F)cccc1Cl,0.8,-3,3,5,-8,-21,-10
6,9,-6,-2,CN1CCOc2ccc(S(=O)(=O)NCCc3ccc(Cl)cc3)cc21,0.5,-10,8,-5,-1,7,2
-14,3,-3,-28,CCOc1cc(NC(=S)Nc2cccc(OC)c2)c(OCC)cc1NC(=O)c1ccc(C)cc1,-0.8,-1,13,-2,9,-10,9
7,2,0,2,CCOc1ccc(C(C)=O)cc1CN1C(=O)NC(C)(C2CC2)C1=O (stereo unspecified),-1.4,19,17,4,-3,-11,13
-157,-8,3,0,COc1ccc(-c2nc(-c3ccncc3)no2)cc1,-0.9,-94,-131,-50,-7,-70,7
-19,8,6,-5,CCOC(=O)N1CCN(C(=O)C2CCN(Cc3nc(-c4ccccc4C)oc3C)CC2)CC1,-0.5,2,9,0,2,-27,2
-5,2,4,-4,Cc1ccc(N(CC(=O)NC2CCCC2)C(=O)CCC(=O)Nc2nccs2)c(C)c1,-2.0,3,1,4,20,17,4
10,12,-6,2,Cc1ccc(N/C(N)=N/c2nc(C(F)(F)F)cc(C(F)(F)F)n2)cc1,-2.9,15,-2,-16,0,-14,0
7,5,-5,1,CCS(=O)(=O)N1CCN(c2ccccc2F)CC1,-2.2,-1,-2,11,5,-12,0
-75,-14,-10,3,Cc1ccccc1NCc1nc2ccccc2n1C,-0.2,-111,-134,-33,-24,-30,-3
-3,1,1,4,Cc1cccc(C)c1NC(=O)CNC(=O)C(C)N1CCN(c2cccc(Cl)c2)CC1 (stereo unspecified),2.9,16,15,-23,0,2,-4
9,9,-7,-3,CCOC(=O)c1ccc(N2C(=O)CC(Sc3ncccn3)C2=O)cc1 (stereo unspecified),-2.8,-9,3,-8,-12,-41,10
-3,10,-3,2,COc1ccc(C2C(C#N)=C(N)N(c3ncn[nH]3)C3=C2C(=O)CCC3)cc1 (stereo unspecified),-0.7,5,0,8,4,27,0
2,-10,1,1,O=S(=O)(c1ccccc1)N1CCN(Cc2ccccc2)CC1,2.2,3,-11,2,-3,-6,8
9,-1,-2,-2,C[C@@H]1NC(=O)[C@@]2(C)[C@@H](c3ccccc3)[C@H]3COc4ccc(Cl)cc4[C@@H]3N2C1=O,-1.0,-1,-6,6,-2,12,1
-1,4,3,-9,CCOc1cc(C(C#N)N2CCOCC2)ccc1OC (stereo unspecified),-1.9,-1,-3,15,8,-2,0
-2,-1,2,1,CC(=O)Nc1ccc(S(=O)(=O)N2CCOCC2)cc1,0.5,11,-1,1,-3,-10,16
-2,4,-1,7,c1ccc2c(c1)Cn1nnnc1-2,-1.3,12,-3,·,-8,·,9
3&-5,13&13,17&2,22*!,CCN1CCN(Cc2ccc(NC(=O)c3cc(NC(=O)C(=O)c4c[nH]c5ccccc45)cc(OC)c3)cc2C(F)(F)F)CC1,24*,-17&-11,8&-6,-12,-35&-25,-43,3&3
-5,-9,7,0,CN1CCC(N(C)C(=O)/C(C#N)=C\c2ccc(OC(F)F)cc2)CC1,-1.5,-8,-6,-5,0,-35,9
-16,1,-7,1,O/N=C/c1cc(Br)ccc1OCc1cccc(F)c1,-0.6,5,-44,-7,-9,-27,-9
14,-7,8,2,CCCNC(=O)N1CCCC(C(=O)c2cccc(Cl)c2)C1 (stereo unspecified),1.5,4,-3,-18,-1,15,2
-16,-7,-5,-2,CCCCC(O)(c1ccc(CC)cc1)C(CN1CCOCC1)c1ccccc1 (stereo unspecified),3.3,19,-21,35,13,-38,10
-17,-2,9,15,COc1ccc(/C=N/NC(=O)c2ccc(NC(=O)c3cccc([N+](=O)[O-])c3)cc2)c(C(=O)O)c1OC,-0.8,6,33,-14,-3,0,0
-10,-6,8,9,O=C(CSc1nnc(COc2ccccc2Cl)o1)NC(=O)NCc1ccco1,3.0,-4,-6,5,3,4,-3
11,6,-4,-2,Cc1ccc(NC(=S)N(CCCN2CCC(C)CC2)Cc2ccco2)cc1,-2.5,21,3,21,4,-62,-5
13,5,-2,10,O=C1Oc2ccccc2C2(O)C3CCCCCC3C12 (stereo unspecified),0.9,-3,4,-1,-4,-4,-2
-12,-9,·,5,Cn1c(NCCN2CCCC2)nc2cc(-c3ccccc3)sc2c1=O,0.7,-21,0,5,·,-15,-2
2,3,3,-6,O=C(CSc1cccc[n+]1[O-])Nc1cc(Cl)ccc1[N+](=O)[O-],-1.7,0,-1,-10,-6,2,6
-4,6,11,-1,Cc1ccccc1NCc1ccc([N+](=O)[O-])s1,-1.5,10,40,-1,1,-33,-3
14,-8,0,1,CC(=O)Nc1ccc(C(=O)OCC(=O)N2CCCC2=O)cc1,-0.3,1,-3,-4,-2,-23,-2
-66,9,-3,-11,NS(=O)(=O)c1ccc(CCNC(=O)c2ccc(Cl)s2)cc1,-3.7,-9,2,-8,-2,18,17
-22,-9,-11,-4,COc1cc(NC(=O)C2CC(=O)NC3=C2C(=O)CCC3)c(OC)cc1Cl (stereo unspecified),1.9,-2,17,7,-13,-3,-1
-13,-14,8,-8,COc1c2c(cc3c1C(CC(O)Cc1ccccc1)N(C)CC3)OCO2 (stereo unspecified),0.0,-5,12,1,-7,-4,-1
-14,6,-1,7,O=[N+]([O-])c1ccc(N2CCN(C(=S)Nc3ccc(F)cc3F)CC2)cc1,0.8,2,5,7,9,9,2

Later entries:
SRC1 inh,NOD2-RIPK2 inh,TLR9-MyD88 block,ABHD5 PLIN5 PPI,Compound,MC4R barr agon,NCOA3 inh,LRH-1 inv ag,COUP-TFII inh,LMP1 NFkB inh,NCOA2 inhibitor,MC4R antag cAMP
2,7,·,11,CCc1nc2ccc(C(=O)NCCCN3CCCC3=O)cn2c1N(C)C(=O)COc1ccccc1,-0.1,-1,18,-21,·,14,0
33,10,·,61*,C=C1C(=O)OC2CC1C(OC(C)=O)CC(C)=CCCC(C)=CCCC2(C)O (stereo unspecified),0.6,62*,46,39*,·,44,3
7,-5,2,2,COc1ccc(N2CC(C(=O)OCC(=O)Nc3cc(C)on3)CC2=O)cc1 (stereo unspecified),-1.6,6,-4,8,-4,6,3
1,-3,4,10,COC(=O)c1ccc(Cn2cnc3c(N)ncnc32)cc1,-0.1,-11,7,-5,3,-17,-4
-32,1,10,-2,CSc1ccccc1NC(=O)Nc1cccc(Cl)c1,2.0,-26,-37,-18,3,-39,-10
1,-5,1,-4,COc1ccc(C(C)=O)cc1CSc1nc2ccccc2o1,0.8,5,-7,6,18,-23,6
-25,4,-12,2,O=C(COc1ccc([N+](=O)[O-])cc1Cl)N1CCOCC1,0.5,2,-3,-13,2,0,-1
8,-12,4,-2,O=S(=O)(Nc1ccc(Cl)cc1)c1ccc2c(c1)CCO2,2.6,20,10,-4,-1,16,4
-51,-11,6,2,Cc1cc(C)nc(/N=C(\N)N2CCc3ccccc32)n1,-2.1,-34,-21,-6,-10,-36,-1
6,0,3,0,Cc1ccc(C(=O)NCCn2cc(SCC(=O)N3CCOCC3)c3ccccc32)cc1,1.4,21,13,-14,-4,4,20
2,-4,·,-1,CC1(C(=O)O)CCN1C(=O)/C=C/c1ccccc1 (stereo unspecified),0.3,-14,6,12,·,-6,12
-4,1,-4,0,C[C@H](NC(=O)c1ccccc1Cl)C(=O)OCCOc1ccc(Cl)cc1,-2.5,8,4,13,-4,-1,20
-28,-25,1,2,O=C(Nc1ccc(-n2cccc2)cc1)C1CC1,2.3,-4,-37,-11,-6,-42,-4
3,1,7,5,COc1ccc(N(CC(=O)NC2CC2)S(=O)(=O)c2ccccc2)cc1,0.0,11,7,0,8,-4,9
0,-9,-2,2,CC(C)(C)NC(=O)NC(=O)COC(=O)CNS(=O)(=O)/C=C/c1ccccc1,-2.8,9,-12,26,6,15,28
-11,-6,0,-5,Cc1ccc(Nc2nc(Oc3ccc(OCc4ccccc4)nn3)nc(N3CCOCC3)n2)cc1,1.3,16,-8,16,-3,-16,19
8,-9,-8,2,COC(=O)C(C)N(C#N)c1nc(C)nc(C)n1 (stereo unspecified),-1.5,1,-9,7,-1,-14,-3

An excerpt; the hit share may differ from the screen's.
